Screening results from PubChem BioAssay.
MITF TRPM1 inh: inhibitors of MITF-dependent TRPM1 promoter reporter, primary screen, cell-based, SK-MEL-5, single point, luciferase | SK-MEL-5 TRPM1 promoter luciferase, 24 h | inhibition, % at 12.5 µM | 0.83% of 330,000 active | AID 488899, 2010;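 active = mean inhibition across replicates of 60% or more, whatever share of single replicates reaches that level; inconclusive = some that reach 60%, reason not given; inactive = mean inhibition across replicates below 60%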; also: values of inactives mirror those of a sister screen read the other way
NR2E3 ag-1: inhibitors of NR2E3-RetCOR corepressor binding, primary screen, NR2E3 agonist project, biochemical, TR-FRET, GST-NR2E3, biotin-RetCOR. Photoreceptor-specific nuclear receptor (Homo sapiens), Q9Y5X4. 1536-well. inhibition of corepressor binding, % at 4.78 µM. 0.12% of 320,000 active. AID 2300, 2010;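 active = percent inhibition above the cutoff of mean plus 3 SD of all tested compounds, set per screening campaign, cut at about 20% in these data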;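 also: 0% = DMSO wells and 100% = biotin wells as full block of FRET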
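Material: NR2E3–RetCOR corepressor complex / Incubation: Compound–protein incubation for 5 h at 4 °C / Dosing: compound at 4.8 µM, single dose / Detection: time-resolved FRET / Benchmarks: high control biotin, low control 0.6% DMSO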
hiPSC survival: enhancers of single-cell hiPSC survival, primary screen, ATPlite luminescence. 0.044% of 360,000 active. 100% = ROCK inhibitor wells, 0% = DMSO. survival enhancement, % at 20 µM; in the data active = survival enhancement above about 18%;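 also: cells exposed to compounds for 16 hours before the ATP read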
HIF-2a block: HIF-2a reporter inhibitors, primary screen, luminescence, 786-0 RCC cells. AID 624352, 2012. 0.72% of 360,000 active. inhibition, % at 18.8 µM. 786-0 RCC cells HIF-2a reporter, luciferase luminescence, overnight;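 active = inhibition of the luminescence signal of 40% or more relative to plate controls, in a single-dose primary screen at 18.75 µM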
Peg3 prom inh: Peg3 promoter-driven luciferase inhibitors, primary screen, cell-based, HeLa, luciferase luminescence. HeLa PEG-Prom luciferase reporter, overnight. inhibition, % at 20 µM. 1.7% of 360,000 active;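 active = inhibition of at least 50% at 20 µM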
NR2E3 ag-2: NR2E3 agonists in two-hybrid cells, primary screen, cell-based, luminescence, CHO-S, Gal4-NCOR/VP16-NR2E3; Photoreceptor-specific nuclear receptor (Homo sapiens), Q9Y5X4; luciferase; inhibition of corepressor binding, % at 3.98 µM; 0.35% of 360,000 active; AID 602229, 2012;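 active = inhibition above the mean of all tested compounds plus 3 SD, cut at about 70% in these data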;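 also: 0% = DMSO with NR2E3 transfected cells and 100% = cells lacking NR2E3 construct; higher means lower luciferase signal from less NR2E3 corepressor binding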
PDI inh: inhibitors of human PDI, primary screen, biochemical, turbidity, single point, plate reader; 0.052% of 350,000 active; inhibition, % at 10 µM; Protein disulfide-isomerase (Homo sapiens), P07237; PDI insulin aggregation turbidity, A650, 90 min;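 active = mean inhibition across replicates of 30% or more, whatever share of single replicates reach that level; inconclusive = mean inhibition below 30% while every single replicate reaches 30%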;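 also: absorbance from insulin aggregation driven by PDI reduction with DTT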
Target sequence (P07237 whole entry, looked up): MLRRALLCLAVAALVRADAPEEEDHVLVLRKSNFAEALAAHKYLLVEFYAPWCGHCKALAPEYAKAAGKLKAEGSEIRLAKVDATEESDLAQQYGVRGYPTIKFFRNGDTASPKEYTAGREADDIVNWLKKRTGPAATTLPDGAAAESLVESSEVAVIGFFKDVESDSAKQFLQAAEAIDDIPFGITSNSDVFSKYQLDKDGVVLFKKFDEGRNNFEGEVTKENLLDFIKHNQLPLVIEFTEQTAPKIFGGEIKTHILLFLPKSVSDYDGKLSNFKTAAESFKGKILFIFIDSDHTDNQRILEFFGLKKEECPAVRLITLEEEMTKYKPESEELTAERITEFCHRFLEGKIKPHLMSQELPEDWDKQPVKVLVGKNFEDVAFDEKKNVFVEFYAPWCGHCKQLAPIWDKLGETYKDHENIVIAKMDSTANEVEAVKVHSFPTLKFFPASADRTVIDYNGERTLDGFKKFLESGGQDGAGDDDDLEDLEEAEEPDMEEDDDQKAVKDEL
Cardio protect: cardioprotection against H2O2-induced cell death, primary screen, uHTS, H9c2 cells, ATPLite luminescence; 0.63% of 360,000 active; H9c2 cardiomyocytes, H2O2 injury protection, 2 h; protection from H2O2 cell death, % at 20 µM;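 active = compounds giving at least 50% protection of heart cells from peroxide-induced death in the single-dose screen, raw or plate-pattern-corrected value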;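 also: 0% = DMSO wells with peroxide and 100% = DMSO wells without peroxide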
HTR2A ag: mouse Htr2a agonists via beta-arrestin recruitment, primary screen, cell-based, luminescence; CHO-K1 mHTR2A beta-arrestin complementation; percent of 30 µM serotonin response; activation, % at 7.6 µM; 0.66% of 360,000 active;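 active = activation above a run cutoff, the mean activation of all tested compounds plus 3 SD, cut at about 14% in these data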;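 also: 0% = plate median of compound wells and 100% = 30 µM serotonin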
Target sequence (P35363 whole entry, looked up): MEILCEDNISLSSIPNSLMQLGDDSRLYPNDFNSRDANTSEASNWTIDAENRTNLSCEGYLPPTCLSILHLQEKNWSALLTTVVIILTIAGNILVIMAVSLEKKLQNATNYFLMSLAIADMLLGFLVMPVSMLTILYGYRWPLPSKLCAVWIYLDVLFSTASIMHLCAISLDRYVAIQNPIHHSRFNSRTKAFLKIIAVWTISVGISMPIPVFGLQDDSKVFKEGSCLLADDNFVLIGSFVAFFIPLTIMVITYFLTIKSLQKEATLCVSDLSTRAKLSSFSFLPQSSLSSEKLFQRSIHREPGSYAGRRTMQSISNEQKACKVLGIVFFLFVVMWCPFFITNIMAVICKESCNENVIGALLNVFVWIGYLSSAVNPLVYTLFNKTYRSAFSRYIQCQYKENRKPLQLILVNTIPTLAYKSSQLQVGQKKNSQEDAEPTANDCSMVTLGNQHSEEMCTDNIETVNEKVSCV
Shn3 3UTR inh: reduction of Shn3 3'UTR firefly luciferase signal, primary screen, Schnurri-3 inhibitor project, cell-based, Clone20 osteoblasts, set 2 | inhibition, % at 12.5 µM | Clone20 osteoblast Shn3 3'UTR firefly luciferase, 24 h | 0.52% of 360,000 active;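 active = mean inhibition of at least 75% with every replicate also reaching 75%; inconclusive = mean inhibition at least 75% but some replicate below; inactive = mean inhibition below 75%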;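 also: 0% = median of neutral control wells and 100% = pilot-screen positive control compound; some compounds past the cut are filed as inactive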
CaV13 ICDI inh: Primary screen for inhibitors of IQ motif and Ca2+-dependent inactivation inhibitor domain binding in CACNA1D, Förster resonance energy transfer in living cells, … | HEK cells, CFP/YFP FRET ICDI-IQ, plate reader, 10 min; percent FRET-ratio fall versus neutral wells | inhibition, % at 12.3 µM | 0.098% of 340,000 active;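 active = mean replicate inhibition of at least 30% and at least 1% of replicates passing that level; inconclusive = only one of the two criteria is met; inactive = neither criterion is met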;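 also: 0% = median of the neutral control wells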
The depositor's hits bear a star; ? = inconclusive; . = no result given. An unsorted share of the library. About 3.9% of those tested had a hit in this group.

The line under a structure holds: MITF TRPM1 inh	NR2E3 ag-1	hiPSC survival	HIF-2a block	Peg3 prom inh	NR2E3 ag-2	PDI inh	Cardio protect	HTR2A ag	Shn3 3UTR inh	CaV13 ICDI inh
CCCC(=O)NC(=S)Nc1cccc2c(O)cccc12
→ 10	9	1.8	-38	8	4	-6	-4	4	3	-3
O=C1NC(c2ccc(O)cc2)Nc2ccccc21 (stereo not given)
→ -8	1	-0.7	-28	-13	-20	2	16	5	-11	-5
COc1ccc(CN2C(=O)c3ccccc3C2C(=O)NCC2CCCO2)c(OC)c1 (stereo not given)
→ -8	-1	-1.5	4	-1	-20	7	-2	-1	-13	.
CCOC(=O)C1CCN(c2nc(-c3ccccc3)nc3c2oc2ccccc23)CC1
→ 5	-1	-0.2	12	26	-35	5	2	-3	-6	-5
CCn1c(SCc2ccccc2)nnc1-c1cccnc1
→ 4	3	2.0	16	0	-84	-5	3	-1	-9	-13
CCC1(c2ccccc2)C(=O)N(C(=O)OC(C)(C)C)N1C(=O)OC(C)(C)C (stereo not given)
→ 15	2	1.1	5	31	14	-2	14	-1	-8	-4
CCCCCSc1nnc(-c2ccccc2NC(C)=O)c(=O)[nH]1
→ 2	-1	0.2	13	-4	-2	2	1	3	-4	-3
CC(C)C(=O)Nc1ccc(N2CCCC2)cc1
→ -16	-2	10	5	-3	-21	5	0	-2	17	.
COc1ccc(NC(=S)N2CCCCC2c2cccnc2)cc1 (stereo not given)
→ 9	0	-0.3	-42	-46	-23	8	-3	-1	24	-6
CCc1ccccc1OCC(=O)Nc1ccc(S(N)(=O)=O)cc1
→ -10	2	-2.6	-4	0	-11	6	-3	-3	-14	-4
O=C(Nc1ccncc1)Nc1ccc(Br)cc1Cl
→ -7	.	-0.2	-62	-28	-3	-11	-6	-2	25	-2
O=c1[nH]c(-c2ccccc2)ncc1Oc1ccccc1
→ .	-4	0.4	17	0	-10	10	-1	3	-6	7
CC1CCN(C(=O)CCc2nnc3ccc(N4CCC5(CC4)OCCO5)nn23)CC1
→ 5	3	-0.5	-1	-12	-27	3	-1	0	-9	-5
CC(NC(=S)Nc1ccccc1Cl)C(c1ccccc1)N1CCOCC1 (stereo not given)
→ 5	-2	0.3	10	17	2	11	-9	-2	0	-3
Cc1cc(C)cc(OCc2nnc(SCC(=O)c3ccc(Br)cc3)o2)c1
→ -3	-5	-1.3	24	0	-25	-5	-17	0	4	-1
CCOc1ccc(-c2nc(CSc3nncs3)cs2)cc1OC
→ -37	1	2.3	-69	-47	-26	2	5	-4	-8	-5
Cc1ncc(CN2CCCC(C(=O)Nc3ccc(-c4cccc(F)c4)cc3)C2)s1 (stereo not given)
→ 5	.	-0.2	-4	19	19	-1	-5	-17	29	-3
CCC1(C)CC(CC(=O)O)(c2ccccc2OC)CCO1 (stereo not given)
→ -1	-1	2.3	9	-1	-22	11	0	15*	-23	-2
C=CCn1cccc(C(=O)Nc2cc(OC)c(OC)c(OC)c2)c1=O
→ 14	0	-1.3	-2	14	4	15	-3	5	5	-4
O=C(NNC(=O)c1cc2ccccc2cc1O)c1cccs1
→ -64	0	-0.7	-197	-298	-91	-7	0	6	-130	-3
C=CCNC1=C(Cl)C(=O)N(c2ccccc2Cl)C1=O
→ -3	1	2.7	8	1	-21	-1	6	4	-11	-9
CCOC(=O)[C@]12CCC=C1N(Cc1cccc3ccccc13)C(=O)[C@H](CC(=O)NCc1cccs1)C2
→ .	.	-0.6	-34	.	23	.	.	0	.	-4
COc1ccc(Cl)cc1NC(=O)C(C)OC(=O)c1ccc(NS(=O)(=O)c2ccc3[nH]c(=O)[nH]c3c2)cc1 (stereo not given)
→ 0	5	0.2	11	25	-22	-4	-2	-7	5	-2
CCCc1ccc(-c2cc(C(=O)NCCc3ccc(S(N)(=O)=O)cc3)c3ccccc3n2)cc1
→ -98	7	-5.0	-191	-178	-102	-1	-10	-1	20	-5
COc1cc(S(=O)(=O)n2nc(C)cc2C)c(OC)cc1Cl
→ 4	3	0.5	11	20	0	-17	-2	-2	14	-9
Cn1cc(SCC(=O)Nc2ccc3c(c2)OCCO3)c2ccccc21
→ -15	-1	0.9	-112	-92	-27	.	5	2	-15	0
N/C(=N\OC(=O)Nc1ccccc1)c1ncc([N+](=O)[O-])s1
→ 68*	2	-1.0	-19	24	13	-4	-16	-1	-1	-20
COc1cc(OC)cc(-c2nnc(SCC(=O)N3CCCc4ccccc43)o2)c1
→ 6	-1	-0.9	13	20	-55	1	12	-3	31	-3
CC(C)c1onc(C(=O)N2CCCCCC2)c1[N+](=O)[O-]
→ 6	-2	-0.6	15	1	-7	-76	-4	-3	-49	-6
Cc1cc(-n2c(=S)sc3c(=O)n(-c4ccc(F)cc4)c(SCC(=O)O)nc32)ccc1Cl
→ 1	-1	-0.1	1	-3	-2	3	3	4	-10	-20
C=CCNCCCCOc1cccc(Br)c1
→ -17	4	-0.2	11	6	20	7	9	-7	-53	-4
CCc1nnc(NS(=O)(=O)c2ccc(NC(=S)NC(=O)/C=C/c3cccs3)cc2)s1
→ 1	.	0.8	0	-10	8	8	-1	3	-6	-5
OC(c1ccc(Cl)cc1)c1nnc(-c2ccccc2)o1 (stereo not given)
→ -27	1	0.2	-102	-55	-20	-2	-10	-1	-3	-6
COCC#Cc1ccc2c(c1)O[C@@H](CN(C)S(=O)(=O)c1cccc(F)c1)[C@@H](C)CN([C@H](C)CO)S2(=O)=O
→ .	.	-1.9	-17	-21	-27	0	34	0	12	-5
O=C(NCc1ccncc1)Nc1cc(Cl)ccc1Cl
→ -7	2	-1.0	19	2	-8	?	-3	-3	6	-5
COc1ccc(C(=O)NC(=S)NNC(=O)CCc2ccccc2)cc1
→ 16	4	0.2	7	25	-49	-2	33	-2	26	-9
CC[C@@H]1C(c2ccc(F)cc2)=NN(c2ccc(Br)cc2)[C@H]1C(=O)N1CCOC1=O
→ -4	.	-1.7	-33	8	-21	-13	-7	-9	-2	-7
O=C(O)CNC(=O)CCn1nnc2ccccc2c1=O
→ -5	-1	-0.3	3	11	-9	-4	5	0	-4	-3
O=C(NNC(=O)c1ccccc1F)c1ccc(Cl)c(S(=O)(=O)N2CCOCC2)c1
→ -10	-2	1.3	-37	-27	6	-8	4	8	-9	-5
CC(=O)Nc1cccc(-c2ccnc3c2CC(C)(C(=O)NCCc2ccccc2)O3)c1 (stereo not given)
→ .	.	-3.6	-12	-59	-45	-1	3	-2	16	-5
CCCc1noc2c1/C(=N\O)CC(c1ccccc1)C2 (stereo not given)
→ -15	2	3.9	-43	-49	-23	-4	-6	1	0	-5
COc1ccc(C(NC(C)=O)c2cc(Cl)c3cccnc3c2O)cc1OC (stereo not given)
→ 40	-2	-1.3	2	38	-22	0	39	-6	89*	-5
Cc1cccc(C(=O)NNC(=O)C2CCN(C(=O)OC(C)(C)C)CC2)c1
→ 6	4	0.1	8	0	-32	3	4	-4	8	-2
O=C(COc1ccc(Cl)cc1Cl)NNC(=S)Nc1ccc(F)cc1
→ 3	1	-1.0	-5	14	18	-10	-15	4	-23	-9
COc1ccc(C(=O)Nc2ccc(F)cc2F)cc1
→ -53	1	-0.1	-273	-237	-80	7	1	2	-27	-9
CCN1CCN(c2ccc(NC(=O)c3ccc(OC)c(S(=O)(=O)N4CCCC4)c3)cc2)CC1
→ 1	-1	-0.2	4	-4	-19	-1	6	-8	-2	-2
O=C1OCC(c2ccc(Cl)s2)=C1c1ccccc1[N+](=O)[O-]
→ 9	4	-0.3	25	14	-14	-9	3	3	16	-21
CCOC(=O)C1(Cc2cccc(OC)c2)CCN(Cc2cccc(OCC)c2O)CC1
→ 11	0	-0.8	12	10	0	-4	-13	-2	66	-5
COc1cc(NC(=O)C2CCCN(S(=O)(=O)c3cccc4nsnc34)C2)cc(OC)c1 (stereo not given)
→ 10	2	-1.2	16	20	-18	2	-6	12	7	-4
NC1=NC(c2ccccc2)CC(=O)N1 (stereo not given)
→ 4	.	-1.1	12	4	8	-2	16	2	4	-6
NC(=S)NNc1c(F)c(F)c(F)c(F)c1F
→ 2	2	-0.5	16	-11	9	6	-2	6	12	-2
O=C1CN(C(=S)NC(=O)c2ccccc2[N+](=O)[O-])CCN1
→ -10	1	-0.3	14	7	-2	6	5	-2	-5	-11
Cc1[nH]cnc1C(=O)N/N=C/c1ccc([N+](=O)[O-])s1
→ 54	-1	-0.2	-11	-54	2	1	-11	6	-8	-4
Cc1ccc2cc(C#N)c(NCCCNC(=O)C3CCCO3)nc2c1 (stereo not given)
→ 8	-2	4.0	-23	-14	-27	-3	2	-3	11	-4
COc1ccc(S(=O)(=O)N2CCCN(S(=O)(=O)c3ccc(OC)c(C)c3)CC2)cc1C
→ 5	-2	-2.2	22	46	-3	-1	-4	2	-25	-7
O=C1CCC(C(=O)OCc2nnc(-c3ccccc3)o2)=NN1
→ -11	-2	0.4	-83	-63	-26	0	1	11	-28	-6
CC(=O)c1ccc(N2CCN(S(=O)(=O)c3ccc(-c4cc(C)no4)s3)CC2)cc1
→ -6	2	-0.5	10	1	14	8	-6	9	11	-2
N#C/C(=C\c1c[nH]c2ccc(Br)cc12)c1ccccn1
→ -5	0	0.8	-96	15	-2	-3	-20	-4	10	-5
CCCCOC(=O)c1ccc(NC(=O)c2cc(Cl)ccc2OC)cc1
→ -9	1	0.9	-8	-1	-13	2	-10	8	18	.
O=Cc1cccn1Cc1ccc(Cl)cc1Cl
→ -4	1	-1.0	17	10	-3	1	-8	6	2	-4
C[C@@H](C(=O)NNC(=O)c1ccc(Cl)cc1)N1C(=O)C2CC=CCC2C1=O (stereo not given in full)
→ -5	.	-1.7	-24	-42	21	6	-2	6	-13	-6
CN(C)/C=C/C(=O)c1ccccc1
→ -12	4	-0.4	-5	-8	-4	-8	-3	0	18	17
Cc1ccc(NC(=O)CN(C)C(=O)c2ccc(C(F)(F)F)cc2)cc1
→ -21	2	-2.2	-34	-19	14	-7	0	-2	17	-5
